Bioassay records: PubChem, National Center for Advancing Translational Sciences (NCATS)
12-LOX inh – Primary qHTS assay for inhibitors of human arachidonate 12S-lipoxygenase (ALOX12): Round 2; AID 1671190, 2021; purified 12hLO, xylenol orange hydroperoxide absorbance; Potency, µM (doses to about 108 µM), for the others: at the highest dose activity change, negative = inhibition, actives largely listed as inhibitors; Polyunsaturated fatty acid lipoxygenase ALOX12 (Homo sapiens), P18054; 580,000 compounds, 1.1% hits; further: on the % scale 0 is the no-effect control and ±100 the full control effect
Target sequence (P18054 whole entry, looked up): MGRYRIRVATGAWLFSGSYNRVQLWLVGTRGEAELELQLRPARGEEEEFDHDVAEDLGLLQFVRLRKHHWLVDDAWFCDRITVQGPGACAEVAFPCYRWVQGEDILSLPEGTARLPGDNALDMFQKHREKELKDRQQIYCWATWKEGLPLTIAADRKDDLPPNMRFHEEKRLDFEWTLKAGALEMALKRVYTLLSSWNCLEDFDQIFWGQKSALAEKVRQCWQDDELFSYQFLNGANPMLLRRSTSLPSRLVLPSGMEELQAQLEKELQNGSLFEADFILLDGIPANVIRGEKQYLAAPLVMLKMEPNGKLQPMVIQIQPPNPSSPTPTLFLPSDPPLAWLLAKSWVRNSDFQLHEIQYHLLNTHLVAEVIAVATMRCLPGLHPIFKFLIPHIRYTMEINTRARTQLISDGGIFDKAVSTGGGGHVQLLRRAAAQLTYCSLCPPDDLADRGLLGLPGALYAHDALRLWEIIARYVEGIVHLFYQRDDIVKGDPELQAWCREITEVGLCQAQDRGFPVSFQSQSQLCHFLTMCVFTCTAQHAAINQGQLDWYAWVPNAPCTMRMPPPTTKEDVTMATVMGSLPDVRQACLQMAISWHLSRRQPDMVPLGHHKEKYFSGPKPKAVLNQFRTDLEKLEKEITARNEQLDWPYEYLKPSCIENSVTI
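Hydroperoxide product was detected by ferrous iron/xylenol orange as the 573 to 405 nm absorbance ratio. Arachidonic acid at 40 uM (final) was turned over for 30 min at room temperature by 150 nM human 12hLO, pH 7.0 Hepes buffer, after 15 min compound preincubation.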
rTrxR1 inhibitor – qHTS Assay for Inhibitors of Mammalian Selenoprotein Thioredoxin Reductase 1 (TrxR1): qHTS; 390,000 compounds, 1% hits; AID 588453, 2011; recombinant rTrxR1, NADPH fluorescence consumption, selenite substrate; Potency, µM (top dose mostly 114 µM), for the others: top-dose activity change, negative = inhibition, most hits filed as inhibitors; Thioredoxin reductase 1, cytoplasmic (Rattus norvegicus), O89049; further: on the % scale 0 is the no-effect control and ±100 the full control effect; nearly all actives have a fitted effect of over 65% in size
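Rat TrxR1 (90 nM in the dispensed reagent) was pre-reduced with 400 uM NADPH for 5 min at room temperature, then incubated with compound for 15 min. After 400 uM selenite was added, NADPH fluorescence (Ex 340/Em 450 nm) was followed for 8 min.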
TrxR1 substrate – qHTS Assay for Substrates of Mammalian Selenoprotein Thioredoxin Reductase 1 (TrxR1): qHTS; purified TrxR1 substrate turnover, NADPH consumption readout; Thioredoxin reductase 1, cytoplasmic (Rattus norvegicus), O89049; AID 588456, 2011; Potency, µM (series often up to 114 µM), for the others: at the highest dose activity change, negative = substrate turnover; 390,000 compounds, 0.01% hits; further: on the % scale 0 is the no-effect control and ±100 the full control effect; nearly all actives have a fitted effect of over 50% in size
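Rat TrxR1, dispensed at 90 nM, was prereduced with 400 uM NADPH (final) for 5 min at ~22 deg C, then incubated with compound 15 min before 400 uM selenite. A first-read NADPH fluorescence drop versus no-compound background flagged substrates.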
Vif-A3G inh – qHTS for Inhibitors of Vif-A3G Interactions: qHTS | DNA dC->dU-editing enzyme APOBEC-3G (Homo sapiens), Q9HC16 | HeLa A3G-eYFP + Vif (tagged APOBEC3G with the HIV-1 protein that degrades it), YFP fluorescence, overnight | 410,000 compounds, 0.076% hits | Potency, µM (series often up to 46.1 µM), for inactives: at the top dose activity, negative = active, usual class: inhibitors;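 further: on the % scale 0 is the no-effect control and ±100 the full control effect; nearly all actives have a fitted effect of over 60% in size; hits raise eYFP signal because A3G escapes Vif-driven loss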
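Read-out is eYFP fluorescence (Ex 488/Em 500-530) from Vif-expressing HeLa A3G-eYFP cells; more signal means A3G escaped Vif-mediated degradation. Cells plated overnight, compound pinned in, incubated overnight at 37 deg C.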
IDH1 R132H inh – qHTS for Inhibitors of mutant isocitrate dehydrogenase 1 (IDH1): qHTS; Isocitrate dehydrogenase [NADP] cytoplasmic (Homo sapiens), O75874; IDH1-R132H enzyme, NADPH consumption, diaphorase/resazurin fluorescence; Potency, µM (doses to about 76.6 µM), for inactives: at the highest dose activity change, negative = inhibition, hits mostly inhibitors; 390,000 compounds, 0.093% hits; further: on the % scale 0 is the no-effect control and ±100 the full control effect; nearly all actives have a fitted effect of over 65% in size
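IDH1-R132H (0.5 ug/mL dispensed) in pH 7.5 Tris buffer was preincubated 30 min with compound, then given a substrate mix of 0.016 mM NADPH and 2 mM alpha-KG for 80 min at room temperature; remaining NADPH was read by diaphorase/resazurin fluorescence.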
Vif-APOBEC3F blk – qHTS for Inhibitors of Vif-A3F Interactions: qHTS | HeLa A3F-eYFP + Vif (tagged APOBEC3F with the HIV-1 protein that degrades it), YFP fluorescence increase | Potency, µM (highest dose often 46.1 µM), for the others: at the top dose activity, negative = active | 390,000 compounds, 0.2% hits; further: % of control where 0% means no effect; nearly all actives have a fitted effect of over 65% in size
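HeLa cells stably expressing Vif plus C-terminally eYFP-tagged A3F were seeded, incubated overnight at 37 deg C, dosed with compound, incubated overnight again at 37 deg C. Yellow fluorescence (Ex 488/Em 500-530) reported blocked Vif-mediated A3F-eYFP degradation.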
USP1-UAF1 inh – Inhibitors of USP1/UAF1: Primary Screen | recombinant USP1/UAF1, Ub-Rhodamine cleavage fluorescence | 390,000 compounds, 0.23% hits | Potency, µM (highest dose often 57.1 µM), for the others: top-dose activity change, negative = inhibition, most hits filed as inhibitors; further: on the % scale 0 is the no-effect control and ±100 the full control effect; nearly all actives have a fitted effect of over 60% in size; inactives centre near -12
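USP1/UAF1 complex (1 nM) preincubated 15 min at room temperature with compound, then Ub-Rho substrate (150 nM final) added. Kinetic fluorescence at 480/540 nm over 6 reads at 60 s intervals; 50 mM HEPES pH 7.8, 0.5 mM EDTA, 0.1 mg/ml BSA, 1 mM TCEP, 0.01% Tween-20.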
RXFP1 agonist – qHTS Assay for Agonists of the Relaxin Receptor RXFP1; Relaxin receptor 1 (Homo sapiens), Q9HBX9; HEK293T-RXFP1 cAMP TR-FRET, 30 min; response scale: percent of porcine relaxin response, buffer zero; Potency, µM (top dose mostly 57.5 µM), inactives show at the top dose activation, most hits filed as activators; 370,000 compounds, 0.3% hits; AID 2676, 2010; further: on the % scale 0 is the no-effect control and ±100 the full control effect; nearly all actives have a fitted effect of over 60% in size; many of its hits are not listed in these tables
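cAMP rise read by TR-FRET after 30 min, 37C compound exposure (up to 58 uM) in RXFP1-transfected HEK293 cells with Ro 20174 present. EC50 from Hill-equation fits, with 29 nM porcine relaxin as 100% and buffer as basal.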
RGS4 inhibitor – Inhibitors of Regulator of G Protein Signaling (RGS) 4: qHTS. Regulator of G-protein signaling 4 (Homo sapiens), P49798. Transcreener GDP fluorescence polarization, RGS4-accelerated GTP hydrolysis. Potency, µM (titrated, usually from 114 µM), without a hit: at the top dose activity change, negative = inhibition, hits mostly inhibitors. 390,000 compounds, 0.039% hits. AID 504845, 2011; further: on the % scale 0 is the no-effect control and ±100 the full control effect; nearly all actives have a fitted effect of over 75% in size; some results filed as inactive show a strong effect at the top dose
Target sequence (P49798 whole entry, looked up): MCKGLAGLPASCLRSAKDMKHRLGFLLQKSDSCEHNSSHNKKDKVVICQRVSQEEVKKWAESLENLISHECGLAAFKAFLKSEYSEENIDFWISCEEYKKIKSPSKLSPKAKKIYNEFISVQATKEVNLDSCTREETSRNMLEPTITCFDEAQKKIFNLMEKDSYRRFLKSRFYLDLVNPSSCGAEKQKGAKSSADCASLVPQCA
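MLSMR compounds (23 nl, pin-transferred) preincubated 10 min at room temperature with a 500nM (2x) first reagent, then RGS4 at 900nM (2x) plus Transcreener GDP mix added; fluorescence polarization (620/688 nm) read before and after 90 min at 30 °C.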
Starred values were filed as active, the others as inactive; ? = inconclusive; / = not tested or not shown; [ ] = dose if it differs, or a comment. The call rests on the fitted dose curve; in most records, active means well fitted curve in the direction sought with a large enough effect; inconclusive means small, poorly fitted or top-dose-only effect, or another doubt; inactive means no such curve, though single readings can be large; an effect the other way counts as inactive or inconclusive. Potency means the concentration at half of the fitted maximal effect.

structure,12-LOX inh,rTrxR1 inhibitor,TrxR1 substrate,Vif-A3G inh,IDH1 R132H inh,Vif-APOBEC3F blk,USP1-UAF1 inh,RXFP1 agonist,RGS4 inhibitor
O=C(NC1CC1)C1=C[C@@H](c2coc3ccccc3c2=O)C[C@@H](OCc2ccc(CO)cc2)O1,-7%,-7%,3%,0%,2%,4%,-22%,-1.4%,8%
Cn1ccc(-c2ccccc2)c(C#N)c1=O,-5%,31%,22%,-5%,-9%,-8%,-22%,4.8%,13%
COc1ccc(C(CNC(=O)C2CCN(S(=O)(=O)c3ccc(F)cc3)CC2)N(C)C)cc1 (stereo not given),0%,-12%[57.1 µM],-1%[57.1 µM],1%,2%,13%,-5%,0.3%,-1%
COc1cc(C(=O)NCCCNc2nc3cc(C)cc(C)c3cc2C#N)cc(OC)c1OC,-5%,15%,111%[activator],-8%,3%,0%,-20%,3.9%,-16%
N#C/C(=C\c1ccc(OC(=O)c2ccccn2)cc1)C(N)=O,23%,?,-11%,0%,3%,2%,-11%,-3.4%,4%
NCCNC(=O)c1c(O)c2cccc3c2n(c1=O)CCC3,8%,-9%[57.1 µM],-1%[57.1 µM],3%,2%,-5%,2%,-1.0%,6%
CCOC(=O)c1c(NC(=O)c2ccncc2)sc(C)c1C,?,21%,-3%,-2%,8%,8%,-12%,0.8%,0%[56.9 µM]
COc1ccc(/C(O)=C2/C(=O)C(=O)N(CCN(C)C)C2c2cccnc2)cc1C (stereo not given),?,16%[57.1 µM],0%[57.1 µM],-1%,16%,0%,-6%,14%,17%
O=C1c2ccccc2C(=O)N1CCCn1nnc(-c2ccc(N3CCOCC3)cc2)n1,5%,2%,5%,2%,-6%,-2%,?,0.5%,12%
COc1ccc(CCn2c3c(c(=O)[nH]c2=O)C(NC(=O)c2ccc(C(C)(C)C)cc2)(C(F)(F)F)C(=O)N3)cc1OC (stereo not given),-25%,14%,4%,-1%,18%,-5%,-26%,-0.4%,-15%
COc1ccc(NC(=O)N(CCCN(C)C)Cc2cc3cc(OC)ccc3[nH]c2=O)cc1,9%,3%,10%,2%,-1%,-2%,-18%,-0.7%,-9%
COc1ccc(/C=N/NC(=O)c2nnn(-c3nonc3N)c2CN(C)C2CCCCC2)cc1,20%,11%,-2%,5%,0%,-15%,-7%,-0.5%,33%
Cc1ccc(NC(=O)C2CCN(S(=O)(=O)c3cccs3)CC2)c(O)c1,138%[activator],10%,1%,2%,13%,5%,-19%,-0.6%,?
N#Cc1ccccc1OCC(=O)OCCCOC(=O)COc1ccccc1C#N,0%,-7%,-11%,1%,8%,2%,-3%,-3.0%,25%
Cc1cc(Cl)c(OCCn2ccnc2)c(Br)c1,?,27%,9%,-6%,4%,-3%,-11%,1.5%,-15%
COc1cccc(NC(=O)C2C3C=CC(O3)C2C(=O)O)c1 (stereo not given),-15%,-6%,-4%,5%,8%,12%,-16%,1.1%,-23%
NS(=O)(=O)c1cccc(NC(=O)CC2(CC(=O)O)CCCC2)c1,10%,17%[57.1 µM],2%[57.1 µM],-2%,3%,3%,-17%,4.7%,-12%
Cc1ccc2c(c1)nnn2C1CCN(S(=O)(=O)c2cccc(S(=O)(=O)N(C)C)c2)CC1,0%,9%[57.1 µM],7%[57.1 µM],-26%,1%,7%,-11%,-0.3%,1%
COc1cc(/C=C/C(=O)O)cc(S(=O)(=O)Nc2cccc(SC)c2)c1OC,-25%,-14%,-9%,-3%,6%,7%,-17%,5.1%,15%
CN1CCN(C(=O)c2cc3ccccc3[nH]2)CC1,?,11%,0%,-2%,-4%,1%,3%,-0.3%,23%
Cc1ccc(N(C(=O)c2csnn2)C(C(=O)NC2CCCCC2)c2cccnc2)cc1 (stereo not given),15%,12%,4%,3%,-6%,-3%,-4%,1.6%,-8%
N/C(=N\S(=O)(=O)c1cc(C(F)(F)F)cc(C(F)(F)F)c1)c1ccccc1,-180%,9%,-8%,-4%,1%,-1%,-21%,1.8%,14%
O=C(Nc1cccc(Cl)c1)c1cc(F)cc2c1OCOC2,-2%,9%[57.1 µM],7%,-1%,-1%,-2%,-6%,3.8%,5%
COc1ccc(NC(=O)C23CCC(C2)C(C)(C)C3=O)cc1 (stereo not given),0%,-5%,-3%,2%,2%,6%,-1%,3.0%,-36%
COc1cc(C(=O)Nc2cc(C(F)(F)F)ccc2-n2cncn2)cc(OC)c1OC,6%,7%[57.1 µM],-1%[57.1 µM],1%,2%,6%,13%,-2.1%,6%
COc1ccc(C2C(C(=O)Nc3ccc(C)cc3C)=C(C)Nc3nc(SC)nn32)cc1OC (stereo not given),-13%,18%,1%,0%,-3%,-12%,-25%,0.7%,3%
CCN(CCCNC(=O)CCCOc1cc(=O)n(C)c2ccccc12)Cc1ccccc1,0%,-3%,1%,5%,-1%,1%,-13%,1.0%,?
COc1cc2c3nnc(-c4ccc(F)cc4)c-3cn(Cc3cccc(C)c3)c2cc1OC,?,1%,-3%,-6%,-3%,?,32µM*,1.8%,-1%
Nc1ccccc1O,/,-21%,0%,-21%,0%,-1%,8%,0.1%,-13%
O=C(CSc1nnc(COc2ccc(F)cc2)o1)N1c2ccccc2CCc2ccccc21,19%,7%,-4%,-1%,11%,-1%,-17%,0.1%,-16%
O=C1SC(SCc2ccccc2)=N/C1=C\c1ccco1,?,?,-4%,-6%,-5%,-5%,1%,-2.0%,?
COc1ccccc1C(=O)COC(=O)C(NC(=O)Cc1ccccc1)C(C)C (stereo not given),8%,21%,-5%,-4%,1%,-2%,-3%,/,14%
CCOC(=O)CSc1nnc(-c2ccco2)n1C,-18%,22µM*,5%,0%,2%,-14%,-4%,0.2%,-23%
Cc1ccc(O)c(CNCCNCc2cc(C)ccc2O)c1,?,22%[57.1 µM],8%[57.1 µM],5%,-5%,-5%,-3%,-0.1%,26%
COc1ccc(OCc2cc(C(=O)NC(C)Cc3cccnc3)no2)c(Cl)c1 (stereo not given),1%,-7%,-9%,-1%,-4%,-4%,-18%,0.9%,9%
C=CCNc1nc(N)c([N+](=O)[O-])c(Nc2ccccc2OC)n1,0%,13%,-4%,2%,-1%,1%,-18%,0.7%,27%
Cc1ccc(-c2csc(=S)[nH]2)cc1,?,?,-7%,2%,-4%,-14%,-30%,-1.4%,-28%
c1ccc(Cn2nnc3c(N4CCc5ccccc5C4)ncnc32)cc1,?,13%,4%,-3%,4%,-2%,-11%,-1.7%,-4%
CC(=O)N1CCc2cc(S(=O)(=O)NCCC(=O)N3CCN(Cc4ccccc4)CC3)ccc21,-1%,8%,-2%,1%,1%,-14%,2%,1.5%,4%
Cc1ccc(S(=O)(=O)N2CC(O)C[C@H]2C(=O)OCC(=O)Nc2ccc(N3CCOCC3)cc2)cc1C (stereo not given in full),-5%,-1%,0%,1%,10%,9%,-24%,2.6%,1%
CN(CC(=O)Nc1ccc(N2CCOCC2)cc1)C(=O)CSc1ccccc1F,-11%,11%,0%,1%,12%,-6%,-22%,1.6%,-24%
Cc1ccccc1CC(=O)N1CCC(CCC(=O)NC2CC2)CC1,-5%,/,/,0%,-5%,1%,-23%,/,/

USP1-UAF1 inh: entries above that show a hit
| Compound | 12-LOX inh | rTrxR1 inhibitor | TrxR1 substrate | Vif-A3G inh | IDH1 R132H inh | USP1-UAF1 inh | RXFP1 agonist | RGS4 inhibitor |
| --- | --- | --- | --- | --- | --- | --- | --- | --- |
| COc1cc2c3nnc(-c4ccc(F)cc4)c-3cn(Cc3cccc(C)c3)c2cc1OC | ? | 1% | -3% | -6% | -3% | 32µM* | 1.8% | -1% |

An excerpt; the hit share may differ from the screen's.
